SENP8 block – SENP8 protease inhibitors, primary screen, biochemical, luminescence. Sentrin-specific protease 8 (Homo sapiens), Q96LD8. purified SENP8, Z-RLRGG-aminoluciferin cleavage. inhibition, % at 10 µM. actives 1.2% (n = 330,000). AID 2540, 2010
Apaf1 inhib – inhibitors of human Apaf-1 apoptosome, primary screen, biochemical, DEVD-Rh110 fluorescence, uHTS | inhibition, % at 20 µM | actives 0.71% (n = 330,000) | AID 489030, 2010 | reconstituted apoptosome caspase-3 activity | Apoptotic protease-activating factor 1 (Homo sapiens), O14727; active means inhibition of at least 40% at 20 µM;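 further: plate controls were DMSO wells for no effect and DEVD-CHO caspase inhibitor wells for full effect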
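Material: cell-free apoptosome with Apaf-1, procaspase-3 and caspase-9; Buffer or medium: Hepes pH 7.5 with detergent and BSA; Reagent: cytochrome c trigger plus (Z-DEVD)2-Rh110 caspase-3 substrate; Times: compound with Apaf-1, dATP, procaspase-3 30 min, then 50 min reaction, room temperature; Technique: Rh110 fluorescence intensity.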
Gli-Sufu antag – Gli-Sufu pathway antagonists, primary screen, luciferase luminescence, Sufu-KO-LIGHT cells, uHTS. Sufu-KO-LIGHT fibroblasts, Gli luciferase reporter luminescence. inhibition, % at 5 µM. actives 0.74% (n = 340,000). AID 588413, 2011;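 active means inhibition above about 55%, limit read from the data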;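 further: 0% = DMSO-treated cells and 100% = wells with medium but no cells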
SENP7 block – SENP7 protease inhibitors, primary screen, biochemical, luminescence, uHTS. Sentrin-specific protease 7 (Homo sapiens), Q9BQF6. recombinant SENP7, Z-RLRGG-aminoluciferin luminescence, 40 min. inhibition, % at 5 µM. actives 1.5% (n = 330,000);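 active means inhibition above about 50% at the single test dose, limit read from the data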;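 further: plate controls were DMSO with enzyme for no effect and no enzyme buffer wells for full effect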
UBC13 inh – UBC13 polyubiquitin chain formation inhibitors, primary screen, biochemical, TR-FRET, uHTS. Ubiquitin-conjugating enzyme E2 N (Homo sapiens), P61088. inhibition, % at 20 µM. actives 0.47% (n = 330,000). AID 485273, 2010; in the data active means inhibition above about 45%, passing the limit was not always enough
Target sequence (P61088 whole entry, looked up): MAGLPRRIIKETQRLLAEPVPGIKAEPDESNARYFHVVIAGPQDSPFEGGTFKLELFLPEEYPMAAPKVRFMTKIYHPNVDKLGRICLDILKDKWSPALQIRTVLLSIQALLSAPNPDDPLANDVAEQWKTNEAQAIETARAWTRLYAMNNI
697 NFkB inh – inhibitors of PMA/ionomycin-induced NF-kB reporter, 697 cells, primary screen, B-cell NF-kB inhibitor project, cell-based, luminescence, uHTS; 697 B-cell NF-kB luciferase reporter, 16 h; inhibition, % at 4 µM; actives 0.33% (n = 330,000); AID 435022, 2010; in the data active means inhibition above about 35%
Jurkat NFkB inh – inhibitors of induced NF-kB luciferase reporter, primary screen, TCR NF-kB activation inhibitor project, cell-based, luminescence, uHTS; actives 0.53% (n = 330,000); AID 435003, 2010; inhibition, % at 4 µM; Jurkat, PMA/ionomycin-induced NF-kB luciferase reporter
HKDC1 inhibitor – HKDC1 hexokinase inhibitors, primary screen, biochemical, fluorescence, uHTS | Q2TB90 | recombinant HKDC1, G6PDH/diaphorase resazurin coupled fluorescence | inhibition, % at 20 µM | actives 0.16% (n = 340,000);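 active means inhibition above about 35% when tested at 20 µM, limit read from the data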;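 further: plate controls were DMSO wells with enzyme for no effect and DMSO wells lacking enzyme for full effect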
Target sequence (Q2TB90 whole entry, looked up): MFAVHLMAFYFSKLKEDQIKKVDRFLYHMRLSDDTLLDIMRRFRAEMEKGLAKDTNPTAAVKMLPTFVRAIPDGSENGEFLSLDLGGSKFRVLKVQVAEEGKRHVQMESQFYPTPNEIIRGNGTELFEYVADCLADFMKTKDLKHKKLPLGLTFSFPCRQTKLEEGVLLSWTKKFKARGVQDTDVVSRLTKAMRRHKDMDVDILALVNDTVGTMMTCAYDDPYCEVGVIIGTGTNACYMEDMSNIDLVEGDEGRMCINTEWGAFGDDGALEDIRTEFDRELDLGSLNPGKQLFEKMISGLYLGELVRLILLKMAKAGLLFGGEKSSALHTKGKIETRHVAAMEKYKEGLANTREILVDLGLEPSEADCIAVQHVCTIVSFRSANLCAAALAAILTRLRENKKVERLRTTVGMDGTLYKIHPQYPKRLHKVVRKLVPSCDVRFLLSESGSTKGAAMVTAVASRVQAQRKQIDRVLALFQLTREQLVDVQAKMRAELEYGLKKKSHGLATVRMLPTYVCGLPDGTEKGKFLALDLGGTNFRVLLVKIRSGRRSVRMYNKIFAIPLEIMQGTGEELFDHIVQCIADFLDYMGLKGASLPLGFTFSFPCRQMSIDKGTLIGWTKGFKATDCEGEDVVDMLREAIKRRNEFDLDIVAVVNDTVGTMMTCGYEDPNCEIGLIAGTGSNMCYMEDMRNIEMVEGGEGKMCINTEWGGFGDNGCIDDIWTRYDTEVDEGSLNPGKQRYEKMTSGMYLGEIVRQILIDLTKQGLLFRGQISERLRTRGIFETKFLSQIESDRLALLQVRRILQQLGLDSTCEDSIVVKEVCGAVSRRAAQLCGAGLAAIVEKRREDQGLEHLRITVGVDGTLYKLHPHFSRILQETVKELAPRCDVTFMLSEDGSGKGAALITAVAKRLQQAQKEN
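Test system: recombinant HKDC1 (HK5) hexokinase enzyme, produced in-house / Doses: 20 µM test compound, 1% DMSO / Timing: 90 min, room temperature / Detection: G6PDH/diaphorase-coupled fluorescence, 1 mM NADP, 100 µM resazurin, 525/613 nm / Control set: DMSO wells with and without enzyme mix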
Starred values were filed as active, the others as inactive; . = no result given. Unless noted, no stated cut-off is given here; in the data, active means inhibition above about 50%; inactive means the rest. Compounds as they come. Share with any hit: about 3.6%.

Results follow in this order: SENP8 block	Apaf1 inhib	Gli-Sufu antag	SENP7 block	UBC13 inh	697 NFkB inh	Jurkat NFkB inh	HKDC1 inhibitor
- C=CCNc1nc2c(c(=O)[nH]c(=O)n2C)n1CCCc1ccccc1
→ 7.4	1.0	6.5	4.6	-3.1	0.3	-2.5	0.1
- C=CCOc1ccc(/C=C2\SC(=S)N(NS(=O)(=O)c3ccccc3)C2=O)cc1
→ -12.1	5.2	-10.1	-3.0	-16.7	-3.8	-3.3	11.0
- CCCOc1ccc(C(=O)NCC(c2cccs2)N(C)C)cc1 (centres undefined)
→ -0.8	4.8	-5.5	-3.7	-19.6	-33.8	-23.6	-8.1
- COc1cc(C(=O)NCC(C)(C)CNC(=O)c2cc(OC)c(OC)c(OC)c2)cc(OC)c1OC
→ 4.5	-13.2	7.1	-3.2	8.4	4.6	11.4	-1.5
- COC(=O)[C@@H](c1ccccc1)N(C)S(=O)(=O)c1cccc(S(=O)(=O)N(C)[C@@H](C(=O)OC)c2ccccc2)c1
→ 4.6	4.7	57.4*	-2.2	-30.7	-15.7	28.2	8.0
- COc1ccc(NC(=O)CSc2nnc(Cn3c(=O)sc4ccccc43)n2C)c(OC)c1
→ -3.8	-10.7	2.2	-2.8	9.0	17.2	-2.8	-6.5
- O=C(COC(=O)CCSc1ccc(Cl)cc1)NCCc1ccccc1
→ -2.4	6.3	0.2	-2.4	9.0	1.4	2.3	-1.5
- Cc1ccc(C)c(S(=O)(=O)N2CCN(C(C(=O)Nc3ccc(F)cc3)c3ccccc3)CC2)c1 (centres undefined)
→ 0.1	33.4	-16.3	5.9	1.8	19.7	3.8	0.1
- O=C(CC1C[C@H](C(=O)N2CCOCC2)[C@@]2(CCC3CCCC3)c3[nH]c4ccccc4c3CCN2C1=O)NCC12CC3CC(CC(C3)C1)C2 (some centres undefined)
→ 1.5	21.1	1.8	-6.6	-7.4	0.8	26.5	1.5
- COc1ccc2c(c1)O[C@H](c1ccc3c(c1)OCO3)[C@@H](OC(=O)Nc1cc(OC)c(OC)c(OC)c1)C2=O
→ 2.3	-3.6	.	-6.3	-7.8	2.4	20.3	.
- CC1(CCC(=O)N2CCCC(N3CCN(c4cccc(C(F)(F)F)c4)CC3)C2)CC1 (centres undefined)
→ -7.4	28.9	34.1	-2.1	3.5	0.0	5.6	2.3
- N#CC1=C(N)Oc2ccccc2C12C(=O)Nc1n[nH]c(-c3ccccc3)c12 (centres undefined)
→ -2.3	4.3	12.9	3.5	-9.1	-12.7	-3.5	-0.4
- Cc1nnc(SCc2cc(=O)[nH]c(Nc3nc(C)c4cc(C)c(C)cc4n3)n2)s1
→ -4.1	9.8	10.5	-1.6	5.1	-20.0	-31.0	1.8
- CC(C)(C)OC(=O)CNC(=O)c1[nH]cnc1C(=O)NC(c1ccccc1)c1ccccc1
→ -16.6	30.9	3.8	-9.6	-6.1	12.7	-19.5	0.6
- COc1ccc(C(=O)NC2CCCc3c2cnn3-c2cccc(C)c2C)o1 (centres undefined)
→ 6.5	-6.8	42.9	-3.7	-3.7	-229.5	-0.2	4.1
- Cc1ccc(S(=O)(=O)Cc2nnnn2-c2ccccc2)cc1
→ -1.5	-8.2	-4.5	3.2	7.9	19.7	9.5	-2.3
- CCOC(=O)c1cc(C)sc1/N=C/C1=C(O)CCCC1=O
→ -1.9	-0.7	-9.2	8.5	-8.7	12.6	7.9	-2.1
- Cc1ccc2c(C)c(C(=O)N(C)CCC3CCCCO3)oc2c1C (centres undefined)
→ -9.0	17.3	-7.2	-8.4	1.3	-15.6	-10.2	4.1
- CCSc1nc(=O)n(-c2ccccc2)c(C)c1C(C)=S
→ -6.7	10.3	-2.6	-8.1	-4.9	-10.0	3.1	-0.7
- CCOc1ccccc1CNC(=O)C1CCC(=O)N1C(C)C (centres undefined)
→ -1.5	-6.7	-0.7	-1.8	4.9	3.3	-2.0	14.1

In a second layout: entries from further up
> COc1ccc(NC(=O)CSc2nnc(Cn3c(=O)sc4ccccc43)n2C)c(OC)c1
  SENP8 block: -3.8
  Apaf1 inhib: -10.7
  Gli-Sufu antag: 2.2
  SENP7 block: -2.8
  UBC13 inh: 9.0
  697 NFkB inh: 17.2
  Jurkat NFkB inh: -2.8
  HKDC1 inhibitor: -6.5
> O=C(COC(=O)CCSc1ccc(Cl)cc1)NCCc1ccccc1
  SENP8 block: -2.4
  Apaf1 inhib: 6.3
  Gli-Sufu antag: 0.2
  SENP7 block: -2.4
  UBC13 inh: 9.0
  697 NFkB inh: 1.4
  Jurkat NFkB inh: 2.3
  HKDC1 inhibitor: -1.5
> Cc1ccc(C)c(S(=O)(=O)N2CCN(C(C(=O)Nc3ccc(F)cc3)c3ccccc3)CC2)c1 (centres undefined)
  SENP8 block: 0.1
  Apaf1 inhib: 33.4
  Gli-Sufu antag: -16.3
  SENP7 block: 5.9
  UBC13 inh: 1.8
  697 NFkB inh: 19.7
  Jurkat NFkB inh: 3.8
  HKDC1 inhibitor: 0.1
> O=C(CC1C[C@H](C(=O)N2CCOCC2)[C@@]2(CCC3CCCC3)c3[nH]c4ccccc4c3CCN2C1=O)NCC12CC3CC(CC(C3)C1)C2 (some centres undefined)
  SENP8 block: 1.5
  Apaf1 inhib: 21.1
  Gli-Sufu antag: 1.8
  SENP7 block: -6.6
  UBC13 inh: -7.4
  697 NFkB inh: 0.8
  Jurkat NFkB inh: 26.5
  HKDC1 inhibitor: 1.5

Going on with the list:
Results follow in this order: SENP8 block	Apaf1 inhib	Gli-Sufu antag	SENP7 block	UBC13 inh	697 NFkB inh	Jurkat NFkB inh	HKDC1 inhibitor
- COC(=O)c1ccc(OCC(O)CNCC(c2ccc(OC)cc2)N(C)C)c(OC)c1 (centres undefined)
→ 0.3	-2.6	27.4	3.5	6.1	2.8	-6.1	-1.0
- Cc1c(N)cccc1-n1cccc1
→ 1.9	-17.3	2.4	-3.9	7.1	11.9	-5.1	-5.9
- CCOc1ccc(C(=O)O[C@H]2[C@H](Cc3ccccc3)NS(=O)(=O)[C@H]3C[C@@H]4C=C[C@]23O4)cc1
→ 2.9	6.2	-11.8	2.5	-3.9	7.3	1.5	6.6
- O=C(Nc1nccs1)C1CCN(S(=O)(=O)c2ccccc2)CC1
→ -1.0	-0.7	-6.0	-1.7	-0.9	-9.4	-5.7	1.2
- CC1(COS(N)(=O)=O)CCCCC1
→ 2.5	0.7	5.0	-5.7	0.3	13.1	12.7	-5.8
- CC(=O)N[C@@H](C)c1nc2ccccc2n1CCCN1CCN(c2nc(-c3ccc(C)cc3)cs2)CC1
→ -2.6	13.7	22.8	1.5	33.2	4.5	17.8	-2.7
- COc1ccccc1/C=C1\SC(=S)N(NS(=O)(=O)c2ccccc2)C1=O
→ 9.5	12.8	5.1	4.2	-8.8	4.5	-12.3	13.8
- COc1ccc2c(c1)[nH]c1c(=O)n(/N=C/C3C(C)C=C(C)CC3C)c(=O)[nH]c12 (centres undefined)
→ -6.5	-15.6	-1.6	-4.4	-9.9	14.3	15.7	-6.0
- CCOc1ccc(C(=O)NCC(=O)OCC(=O)Nc2cccc(S(=O)(=O)N3CCCC3)c2)cc1
→ -4.3	5.8	-5.0	2.2	-8.8	10.4	-0.3	-3.1
- O=C(CCCc1nc2ccccc2s1)NNC(=O)CCN1CCN(Cc2ccccc2)CC1
→ -0.9	0.4	-7.4	5.1	6.6	6.2	-4.3	-7.6
- O=C(OCc1nnc(-c2ccc(Cl)cc2)o1)C12CC3CC(CC(O)(C3)C1)C2
→ 6.5	-5.4	-6.6	5.8	0.3	-11.6	-42.2	-3.9
- O=C(NCC1COCCO1)C1CCN(S(=O)(=O)c2ccccc2)CC1 (centres undefined)
→ -7.5	-16.5	-24.1	-7.2	4.9	13.1	7.7	-1.4
- CCCn1c(/N=C/c2ccccc2O)nc2ccccc21
→ 0.3	0.6	8.2	-3.3	-3.3	-10.5	-11.4	-2.4
- CCc1nn2c(=O)cc(CSCC(=O)Nc3ccccc3Cl)nc2s1
→ -9.2	-11.1	-16.0	6.3	8.8	6.5	4.3	-0.4
- O=C(Cc1ccccc1)c1c[nH]c(C(=O)NCCCN2CCOCC2)c1
→ -4.6	-8.8	13.5	3.6	-8.9	16.1	8.0	-3.0
- CCCC(=O)Nc1nnc(CCc2ccccc2)s1
→ -4.9	6.5	-6.0	-11.9	-5.3	-20.9	-7.8	-0.9
- O=C(c1cccc(F)c1)N1CCC(c2nc3ccccc3s2)CC1
→ -9.8	19.1	2.7	-7.2	-8.7	-34.1	2.9	-6.3
- COc1ccc(N2CCN(C(=O)CN3C(=O)c4ccccc4S3(=O)=O)CC2)cc1
→ 0.4	9.2	-6.7	-8.6	-11.8	-39.8	-8.7	6.2
- CC(NC(=O)C1C(=O)N(CCO)C2(C)CC1c1ccccc1O2)c1ccccc1 (centres undefined)
→ -3.5	7.0	-0.2	10.1	0.8	-11.8	2.0	-2.9
- Cc1ccccc1/C=C1\OC(=O)c2ccccc21
→ 2.2	-12.6	-0.3	20.4	16.3	4.8	2.4	1.1
- COc1ccc(C(=O)Oc2coc(CSc3nnc(NC(=O)c4cccs4)s3)cc2=O)cc1
→ 0.0	15.3	-8.8	-2.1	-20.2	12.2	-2.0	-3.6
- COc1ccc(C(=O)NNC(=O)c2cccc(S(=O)(=O)N3CCOCC3)c2)cc1
→ -5.7	-4.1	1.0	3.2	-0.1	-0.8	7.6	4.4
- Cc1cc(NC(=O)CSc2nnc(CNC(=O)c3cccc(C(F)(F)F)c3)o2)no1
→ -0.8	-7.9	8.7	10.5	-3.0	-3.2	0.6	-2.2
- Cc1cc([N+](=O)[O-])ccc1NC(=S)NC1CCCC1
→ 9.2	5.8	-2.7	-4.7	2.6	-6.3	9.7	-0.9
- Cc1ccc(Nc2nnc(SC(C)C(=O)NC3CC3)s2)cc1 (centres undefined)
→ 3.9	5.0	-5.3	7.4	-0.7	10.4	-9.0	-5.4
- O=C(N/N=C/c1ccc([N+](=O)[O-])o1)C1CC1
→ 10.7	0.6	-11.1	1.3	-13.1	-3.3	1.6	-5.6
- CC(Cc1c[nH]c2ccccc12)C(=O)O (centres undefined)
→ -3.1	-350.9	-2.0	-8.4	-26.9	17.4	2.9	-1.9
- S=c1[nH]nc(-c2ccc3ccccc3n2)n1-c1ccc2c(c1)OCCO2
→ -9.0	16.0	2.2	-24.0	-2.4	-16.7	5.8	-2.9
- Cn1c(=O)[nH]c(=O)c2c1nc(Br)n2C/C=N/Nc1ccccc1
→ 3.8	-9.9	17.6	-3.7	19.2	18.0	10.7	4.9
- CCCCN=C1NN=C(c2cc3ccccc3o2)CS1
→ -7.5	-5.9	-14.6	-2.4	-12.4	-21.0	-26.9	-25.9
- COc1ccc(C(c2c(NC(C)=O)sc3c2CCCC3)N2CCN(CCO)CC2)cc1OC (centres undefined)
→ 3.3	-8.8	5.7	7.7	-5.3	29.2	3.0	-1.4
- CCOC(=O)Cc1sc(N)nc1C
→ -0.9	-2.3	1.8	2.8	5.7	8.2	2.2	-3.8
